GC-B act: GC-B (human) receptor activation | HEK293-GC-B cells, CNP EC30, cGMP TR-FRET; 0% at EC30 CNP, 100% saturating CNP | 0.11% of 370,000 active | activation, % at 10 µM | P20594;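 active = activation at 10 µM reaching about 35% in either raw or pattern-adjusted values, limit read from the data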
NPR1 activator: GC-A (human) enzyme activation. P16066. HEK293 GC-A cells, cGMP TR-FRET, EC30 ANP; 0% at EC30 ANP, 100% saturating ANP. activation, % at 10 µM. 0.14% of 370,000 active. AID 1671463; in the data active = activation above about 40%
ARFGAP1 inh: rat ARFGAP1 inhibition; Arfgap1-stimulated ARF1 GTP hydrolysis, GDP FP detection; inhibition, % at 16.5 µM; 0.26% of 360,000 active; AID 651572;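 active = inhibition above a per-plate limit, mean inhibition of low control wells plus 3 SD, cut at about 25% in these data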;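 also: 0% = DMSO wells with enzyme and 100% = wells lacking Arfgap1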
Target sequence (Q62848 1-136 limits assumed): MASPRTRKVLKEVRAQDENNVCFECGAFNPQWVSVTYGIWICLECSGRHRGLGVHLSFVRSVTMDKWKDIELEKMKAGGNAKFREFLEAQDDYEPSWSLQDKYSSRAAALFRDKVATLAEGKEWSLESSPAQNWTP
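Material: rat Arfgap1 GAP domain (His6, aa 1-136), purified enzyme. Also added: human ARF1(Δ1-17)-GTP substrate. Compound dosing: 16.5 µM single point, 1.26% DMSO. Timing: enzyme reaction 120 min at 25 °C after 20 min preincubation. Signal: GDP detection by fluorescence polarization. Read-out basis: percent inhibition of GAP-stimulated GDP formation, scaled between DMSO and no-Arfgap1 medians.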
FXN GAA850 act: increases GAA850 frataxin promoter reporter activity | activation, % at 6 µM | AID 540364 | 0.56% of 360,000 active | HEK293 lucGAA850 FXN promoter luciferase reporter, 24 h; percent of 10 µM SAHA response;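 active = activation above the average of all compounds screened plus 3 SD, cutoff fixed separately per campaign, cut at about 7.5% in these data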;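 also: 0% = DMSO wells and 100% = 10 µM SAHA wells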
ASAP1 GAP inh: ASAP1 ArfGAP inhibition; inhibition, % at 16.5 µM; Q9ULH1; 0.19% of 360,000 active; ASAP1-stimulated ARF1 GTP hydrolysis, GDP FP detection; in the data active = inhibition above about 25%;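 also: 0% = vehicle with enzyme and substrate and 100% = no enzyme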
Tn6 DDE FP: DD(E)-Tn6 binding inhibition, primary FP screen; Fibrin DD(E) TRITC-Tn6 fluorescence polarization displacement; P02675; 0.21% of 370,000 active; inhibition, % at 8.3 µM; AID 720509;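 active = inhibition above a per-campaign cutoff: mean of compounds within control limits plus 3 SD, cut at about 15% in these data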;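 also: 0% = median of all compound wells on the plate and 100% = blocking peptide control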
HGIII-sPLA2 inh: Inhibits HGIII-sPLA2 liposome hydrolysis, primary screen. QFRET BODIPY PC-A2 liposome hydrolysis, fluorescence. inhibition, % at 12.2 µM. 0.56% of 370,000 active;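 active = inhibition above mean plus 3 SD of compounds lying within the high and low control bounds, cut at about 19% in these data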;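 also: 0% = median of test compound wells and 100% = no enzyme DMSO wells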
ADAM10 inh: inhibits human ADAM10; O14672; recombinant ADAM10, EDANS/DABCYL FRET peptide cleavage, 3 h; inhibition, % at 7 µM; 0.62% of 370,000 active; AID 720582;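 active = inhibition above a per-campaign cutoff equal to the mean of compounds falling between control-based bounds plus 3 SD, cut at about 20% in these data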;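 also: 0% = DMSO wells while the 100% control is not disclosed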
Target sequence (O14672 214-748 limits assumed): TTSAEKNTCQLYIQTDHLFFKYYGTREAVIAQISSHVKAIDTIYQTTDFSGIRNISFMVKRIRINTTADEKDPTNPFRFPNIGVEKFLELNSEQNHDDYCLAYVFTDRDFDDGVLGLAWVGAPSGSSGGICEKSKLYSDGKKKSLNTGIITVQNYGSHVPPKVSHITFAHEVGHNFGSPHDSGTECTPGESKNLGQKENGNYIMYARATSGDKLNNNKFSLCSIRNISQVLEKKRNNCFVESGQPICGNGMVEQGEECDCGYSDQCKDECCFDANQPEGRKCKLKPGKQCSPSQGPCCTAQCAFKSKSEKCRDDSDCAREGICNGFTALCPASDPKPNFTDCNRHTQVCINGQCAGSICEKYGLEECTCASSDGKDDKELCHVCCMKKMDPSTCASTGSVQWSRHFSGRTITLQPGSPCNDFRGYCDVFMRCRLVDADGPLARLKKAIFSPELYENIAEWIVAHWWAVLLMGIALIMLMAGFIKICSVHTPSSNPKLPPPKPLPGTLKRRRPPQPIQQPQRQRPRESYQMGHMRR
rCAG RNA binder: molecules binding r(CAG) RNA repeats. inhibition, % at 3 µM. r(CAG) RNA repeat, TO-PRO-1 dye displacement fluorescence. 1.3% of 370,000 active;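 active = inhibition above the plate cutoff, the mean of all test compounds on that plate plus 3 SD, cut at about 35% in these data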;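 also: 0% = DMSO alone and 100% = 100 µM mitoxantrone as full dye displacement; higher means more dye released from RNA so lower well fluorescence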
proKLK7 act: activates the human kallikrein-7 zymogen; purified proKLK7, EDANS-DABCYL substrate fluorescence; 100% is mature enzyme control, 0% vehicle; AID 652039; 0.9% of 370,000 active; P49862; activation, % at 7 µM;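 active = activation above the mean of all tested compounds plus 3 SD, computed per campaign excluding outliers beyond control limits, cut at about 13% in these data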
Target sequence (P49862 whole entry, looked up): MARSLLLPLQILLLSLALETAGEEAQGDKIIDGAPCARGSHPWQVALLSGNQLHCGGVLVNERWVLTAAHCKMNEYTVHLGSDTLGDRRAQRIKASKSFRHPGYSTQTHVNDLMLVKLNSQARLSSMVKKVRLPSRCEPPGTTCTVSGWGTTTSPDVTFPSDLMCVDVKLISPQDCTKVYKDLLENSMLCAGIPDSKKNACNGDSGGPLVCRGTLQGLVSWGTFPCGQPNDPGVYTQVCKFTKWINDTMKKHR
* = called active by the depositor; · = no result given.

SMILES | GC-B act | NPR1 activator | ARFGAP1 inh | FXN GAA850 act | ASAP1 GAP inh | Tn6 DDE FP | HGIII-sPLA2 inh | ADAM10 inh | rCAG RNA binder | proKLK7 act
CCOc1ccc(S(=O)(=O)n2cnc3cc(C)c(C)cc32)cc1 | 2 | 3 | -8 | -4.1 | 14 | 6 | -18 | 14 | -4 | -0.8
Cc1cc(C(=O)CSc2nc3ccccc3n2CCC#N)c(C)n1Cc1cccs1 | 0 | 2 | 6 | -0.8 | 1 | -8 | -1 | -10 | 4 | -0.3
CCOc1ccc(NS(=O)(=O)c2ccc(C(=O)NCC3CCCO3)cc2)cc1 (stereo not given) | 0 | -6 | 10 | 0.5 | -1 | -2 | 4 | -18 | 2 | -0.4
Cc1nn(-c2ccccc2)c(C)c1C(=O)OCC(=O)Nc1ccccc1Cl | -1 | 1 | -8 | 0.3 | 1 | -1 | 14 | 2 | 2 | -0.2
COc1ccc(-c2nc(C)ncc2-c2ccccc2)c(O)c1 | -10 | -6 | 8 | 1.1 | 4 | 0 | 0 | 2 | -6 | -0.3
COC(=O)c1c(NC(=O)COC(=O)[C@@H](NS(=O)(=O)c2ccc(C)cc2)C(C)C)sc2c1CCC2 | -4 | 4 | 7 | 0.9 | 2 | -8 | -12 | 5 | 11 | -0.7
Cc1c(C(=O)O)cccc1[N+](=O)[O-] | -5 | 3 | 1 | 1.6 | -2 | 4 | 2 | 1 | 2 | -0.1
CCCCn1nnnc1C1(C)CCC(=O)N1Cc1ccc(C)cc1 (stereo not given) | 1 | 2 | -1 | · | 10 | -2 | 15 | -15 | -2 | -0.4
COc1ccc(/C=C\C(=O)NCc2ccc3c(c2)cc(C)n3C)cc1OC | -5 | 7 | 16 | 1.7 | 11 | 30* | -6 | -10 | 13 | 0.1
O=C(c1ccc(S(=O)(=O)N2CCOCC2)cc1)N(c1ccccn1)C1CCCCC1 | -3 | 4 | -7 | 4.3 | -9 | 2 | -5 | -3 | -6 | 0.0
COc1ccc2oc(C(=O)OCC(=O)Nc3cc(S(=O)(=O)N4CCOCC4)ccc3OC)c(C)c2c1 | -7 | 2 | 9 | -1.1 | 3 | 5 | 1 | -37 | 8 | -1.3
COc1cc(Nc2c3ccccc3nc3ccccc23)cc(OC)c1OC | -17 | -47 | 16 | -2.0 | 11 | -2 | 6 | -492 | -2 | 2.2
CC1CCN(c2ccc3nnc(CCC(=O)NCc4ccco4)n3n2)CC1 | -4 | -3 | 5 | 0.1 | 2 | -8 | 7 | 1 | -6 | -0.6
O=c1c2ccccc2nnn1CSc1ccccc1F | 1 | 4 | -11 | -0.3 | -1 | -5 | -8 | -1 | -3 | -0.6
COC(=O)[C@]12C[C@H](CC(=O)NCCC(C)C)C(=O)N(Cc3ccc(Cl)cc3Cl)C1=C[C@H](COCc1ccccc1)O[C@@H]2C | 0 | -2 | · | · | · | -4 | -26 | 8 | 1 | 0.4
COc1ccc(N2C(=O)CC(C3CCCO3)C2=O)cc1 (stereo not given) | 2 | 0 | 17 | 0.7 | -1 | 0 | 0 | -3 | -1 | -0.2
Cc1ccc(C(=O)N2CCC(C(=O)NC3CCCCCC3)CC2)cc1 | 3 | 1 | 3 | 0.3 | -10 | 7 | 2 | -7 | -2 | 0.1
CCC1(C)Cc2c(sc3c2c2ncnn2c2nnc(SCC(=O)NCc4ccco4)n32)CO1 (stereo not given) | -7 | 1 | 17 | -4.1 | 14 | 2 | 4 | 3 | 1 | 0.0
Clc1ccc(Nc2ncnc3ccc(Br)cc23)cc1 | 6 | 4 | -1 | -8.0 | 1 | -9 | -8 | -13 | 4 | 5.5
O=C(NCc1ccco1)C1(c2ccc(Br)cc2)CCCC1 | -19 | -28 | 2 | 0.7 | 0 | -14 | -4 | 8 | -2 | -0.1
COc1ccc(N(C)C(=S)Nc2ccc3nc(C)c(C)nc3c2)cc1 | -2 | 4 | 2 | 1.7 | -1 | -3 | 10 | -58 | 10 | 14*
COc1ccc(N2C(=O)CSC2c2ccc([N+](=O)[O-])cc2)cc1 (stereo not given) | -5 | -4 | -5 | 0.8 | -3 | 6 | -4 | -4 | -3 | -0.3
COCCSc1ccccc1C(=O)N1CCCC(C)C1 (stereo not given) | -1 | -3 | 11 | -0.2 | -1 | 3 | -4 | 5 | -5 | -0.1
Cn1c(N)c(S(=O)(=O)N2CCN(c3cccc(Cl)c3)CC2)c(=O)n(C)c1=O | 2 | -1 | 8 | -1.9 | 3 | 16* | -2 | -8 | -1 | -0.2
CCC(=O)N1CCCc2cc(S(=O)(=O)NCc3cccs3)ccc21 | -1 | -2 | 5 | -1.6 | -15 | 6 | 1 | 8 | -1 | -0.4
SMILES | GC-B act | NPR1 activator | ARFGAP1 inh | FXN GAA850 act | ASAP1 GAP inh | Tn6 DDE FP | HGIII-sPLA2 inh | ADAM10 inh | rCAG RNA binder | proKLK7 act
CCOC(=O)c1ccccc1NC(=O)c1ccc(Cl)c(S(=O)(=O)N2CCOCC2)c1 | 2 | 2 | 7 | 1.0 | 6 | 0 | 2 | -9 | -3 | 0.2
C/C(CCc1ccc2c(c1)OCO2)=N\NC(=S)NC(C)C | -4 | -1 | -3 | 1.3 | -6 | 0 | 6 | 4 | -2 | -0.2
O=c1c2[nH]c3ccc(F)cc3c2ncn1CCCn1ccnc1 | -7 | -1 | 0 | -1.4 | -8 | 1 | 4 | -57 | 0 | 0.5
Cc1cc(=O)[nH]c(N/N=C/c2ccc(-c3ccc(F)cc3)o2)n1 | 0 | 1 | 6 | 3.5 | 1 | 1 | -8 | -32 | 20 | -70
O=S(=O)(c1ccc(N2CCCC2c2nc3ccccc3s2)nc1)N1CCOCC1 (stereo not given) | 3 | 2 | 11 | 1.2 | 11 | 10 | -2 | -6 | -4 | 1.1
Cc1ccc(NC(=O)C2CCCN(C(=O)c3ccc(Cl)cc3)C2)c(C)c1 (stereo not given) | 5 | -2 | -9 | -2.0 | -1 | -1 | -3 | 6 | -6 | -0.1
COC(=O)[C@]1(C)N[C@H](c2ccc(SC3CCCCC3)c(OC)c2)[C@@H]2C(=O)N(C)C(=O)[C@@H]21 | 5 | 0 | 10 | 0.2 | 4 | 8 | -4 | -10 | -6 | 0.1
Clc1ccc(C(CCN2CCCC2)Cc2ccccc2)cc1 (stereo not given) | -13 | -46 | 10 | 0.6 | 0 | -3 | -14 | 2 | -2 | 0.0
O=S(=O)(c1ccc(N2CCN(c3ccc(F)cc3)CC2)cc1)N1CCCC1 | 1 | -1 | -5 | -2.7 | 0 | -4 | 7 | -5 | 5 | -1.4
CC(C)Oc1ccc(C(=O)Nc2cc(S(=O)(=O)N3CCOCC3)ccc2N2CCOCC2)cc1 | -2 | -3 | -1 | -4.1 | -2 | -2 | 0 | 3 | -1 | -0.4
Cc1ccccc1C(=O)NNC1CC(=O)N(c2ccc3c(c2)OCCO3)C1=O (stereo not given) | -1 | 0 | 1 | 1.9 | 8 | 1 | 6 | -4 | 7 | 0.0
O=C(O)CN1CCc2ccccc2C1 | -2 | -1 | -3 | 0.6 | -6 | -1 | 2 | 8 | -1 | 0.3
CCn1c(SCC(=O)NC2CCCCC2)nnc1-c1ccccn1 | 0 | -1 | 5 | 0.5 | 2 | -6 | 0 | -8 | -4 | -0.2
CC1=CC(=O)C(C(C)C)=C/C1=N\OS(=O)(=O)c1ccccc1 | 7 | -10 | · | · | · | -11 | 2 | -2 | · | ·
COCCn1c(C)cc(C(=O)CSc2n[nH]c(N)n2)c1C | -3 | -2 | -2 | 1.0 | -15 | -1 | 1 | 2 | -1 | 0.3
CCc1nc(SCC(=O)O)c(C#N)c2c1CCCC2 | 0 | 1 | 6 | 0.1 | 1 | 4 | 4 | -1 | 2 | 0.6
CC(C)(Oc1ccc(Cl)cc1)C(=O)OCC(=O)Nc1ncc(Cl)cc1Cl | -9 | -9 | 2 | -0.3 | -4 | -9 | -6 | 15 | 3 | 0.7
N#CCC(=O)NC(=O)NCC1CC1 | -1 | 2 | -3 | -0.5 | 1 | 1 | -4 | -71 | -5 | 0.7
COc1ccc(OC)c(NC(=O)Nc2nnc(COCCO)s2)c1 | 3 | 0 | 7 | -1.3 | -14 | -3 | -3 | 2 | 5 | 0.4
COc1cc(C(O)P(=O)(OC(C)C)c2ccc(N(C)C)cc2)cc(OC)c1OC (stereo not given) | 2 | -1 | 3 | 0.4 | -12 | -5 | 2 | 5 | -7 | 0.1
C[C@H](NC(=O)c1cc2cc(Cl)ccc2n1C)C(=O)N[C@@H](C(=O)O)c1ccccc1 | 0 | 6 | 2 | -2.5 | 2 | 0 | -2 | -7 | 7 | -0.4
CCc1ccc(Nc2cc(C(=O)NCCCN3CCOCC3)c3ccccc3n2)cc1 | -8 | -5 | -3 | -1.7 | 4 | 0 | -8 | -3 | 2 | 0.9
Cc1ccc(NC(=O)CCS(=O)(=O)c2ccccc2)cc1S(=O)(=O)N1CCCCCC1 | -3 | -2 | 5 | 0.1 | 3 | 2 | -7 | -6 | -1 | -0.3
CN1C(=O)[C@H]2[C@@H](/C=C/c3ccccc3)N3C(=O)CN(Cc4ccccn4)C(=O)[C@@]3(C)[C@H]2C1=O | 4 | 0 | 1 | 1.4 | -4 | 6 | 12 | -6 | 3 | -0.8
COC(=O)[C@@]12CCCCC=C1N(CCc1ccc(Cl)cc1)C(=O)[C@H]2CC(=O)NCC12CC3CC(CC(C3)C1)C2 | -1 | 0 | · | · | · | -3 | 1 | -1 | 10 | 0.1
SMILES | GC-B act | NPR1 activator | ARFGAP1 inh | FXN GAA850 act | ASAP1 GAP inh | Tn6 DDE FP | HGIII-sPLA2 inh | ADAM10 inh | rCAG RNA binder | proKLK7 act
COc1ccc(CCCNC(=O)C2(C)Cc3c(-c4cccc(C(N)=O)c4)ccnc3O2)cc1 (stereo not given) | -11 | -11 | 7 | -4.1 | 4 | 6 | -11 | -2 | 1 | -0.1
COc1ccc(S(=O)(=O)N(C)CC(=O)N2CCOCC2)cc1Cl | -1 | 1 | -3 | -1.8 | 1 | 5 | 1 | -14 | -3 | 0.2
CN(Cc1cnn(C)c1)Cc1nc(Cc2ccccc2Cl)no1 | -1 | 1 | 4 | 1.6 | 1 | 4 | -4 | 5 | -8 | -0.5
O=C(Cn1c(=O)oc2ccccc21)NCCc1ccccc1Cl | 7 | 2 | 6 | -0.4 | -2 | 1 | 0 | -5 | -3 | -0.7
Cc1ccccc1OCc1nc2ccccc2n1C | -5 | -5 | -6 | 3.4 | -5 | 3 | -2 | 3 | -5 | 0.0
COc1ccc(C2(C)NC(=O)N(CC(=O)N3CCc4ccccc43)C2=O)cc1OC (stereo not given) | 1 | -4 | 5 | 3.9 | -13 | 4 | 1 | 3 | 8 | -0.2
O=C(NCCCc1ccncc1)C1CCC(=O)N(Cc2ccc(Cl)cc2)C1 (stereo not given) | -1 | -1 | 11 | 2.5 | -3 | -2 | 6 | -4 | -7 | -0.8
CCOC(=O)C1CCN(S(=O)(=O)c2ccc(-n3cnnn3)c(C)c2)CC1 | 5 | -2 | 5 | 1.6 | 12 | -2 | 1 | -3 | -5 | 0.1

Three entries from above, ordered by the value under proKLK7 act, highest first.
canonical_smiles	proKLK7 act
CN(Cc1cnn(C)c1)Cc1nc(Cc2ccccc2Cl)no1	-0.5
O=C(Cn1c(=O)oc2ccccc21)NCCc1ccccc1Cl	-0.7
O=C(NCCCc1ccncc1)C1CCC(=O)N(Cc2ccc(Cl)cc2)C1 (stereo not given)	-0.8

From PubChem BioAssay
